HP1b chromo inh = HTS for Inhibitors of HP1-beta Chromodomain Interactions with Methylated Histone Tails | AlphaScreen HP1-beta / biotin-H3K9me3 peptide binding | Chromobox protein homolog 1 (Homo sapiens), P83916 | Potency, µM (doses to about 114 µM), without a hit: at the top dose activity change, negative = inhibition, usual class: inhibitors | 390,000 tested, 0.56% active; also: potency is read from the fitted curve at half-maximal effect; nearly all actives have a fitted effect of over 70% in size; inactives centre near 23
Target sequence (P83916 whole entry, looked up): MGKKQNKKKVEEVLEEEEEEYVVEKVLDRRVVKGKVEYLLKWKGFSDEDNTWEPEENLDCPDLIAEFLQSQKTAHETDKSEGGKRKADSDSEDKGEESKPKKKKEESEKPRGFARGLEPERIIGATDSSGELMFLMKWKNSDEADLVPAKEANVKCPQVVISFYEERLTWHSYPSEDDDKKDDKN
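Compound inhibition of the preformed complex between 50 nM HP1-beta and 50 nM biotinylated H3K9me3 peptide was read by AlphaScreen. Buffer was PBS pH 7.4 with 0.01% Tween-20. Incubations ran 30 min at room temperature, with 10 ug/mL donor/acceptor beads.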
GLS inh = qHTS for Inhibitors of Glutaminase (GLS); 410,000 tested, 0.21% active; Potency, µM (highest dose often 45.5 µM), without a hit: top-dose activity change, negative = inhibition, hits mostly inhibitors; GLS enzymatic activity, qHTS titration; also: potency is read from the fitted curve at half-maximal effect; % is scaled to controls: 0 for no effect and ±100 for the full control effect
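Assay buffer: 45 mM KH2PO4 pH 8.2, 0.02% Tween-20. hKGA acts on L-glutamine (1 mM solution added); product glutamate is reported by an oxidase/peroxidase Amplex Red coupling, with fluorescence taken at baseline and 30 min.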
ERG Ets-DNA blk = qHTS for Small Molecule Inhibitors of the ERG Ets/DNA interaction. fluorescence polarization, His-ERG Ets domain / labelled DNA. AID 624246, 2012. Transcriptional regulator ERG (Homo sapiens), P11308. Potency, µM (highest dose often 76.9 µM), without a hit: at the top dose FP activity, negative = inhibition, usual class: inhibitors. 370,000 tested, 0.028% active; active = well fitted inhibition curve with a large enough effect in the polarisation, with a control signal flat; inconclusive = small, poorly fitted or top-dose-only effect, or effect the other way, or a change in a side signal; inactive = no such curve, though single readings can be large or run the other way; the % refers to the polarisation;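 also: polarization taken with two DNA probes labelled with fluorescein and Texas red; potency is read from the fitted curve at half-maximal effect; % of control where 0% means no effect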
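His-tagged ERG Ets domain (1 uM in the protein solution; 300mM KCl, 50mM Tris-HCl, 1mM EDTA, 1mM DTT, pH 7.5) received compound, then a probe mix of 5 nM fluorescein-DNA and 100nM Texas-615-DNA. Fluorescence polarization was read for both dyes.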
JMJD2A Tudor = qHTS Assay for Inhibitors of JMJD2A-Tudor Domain. Lysine-specific demethylase 4A (Homo sapiens), O75164. AlphaScreen JMJD2A-Tudor / H3K4me3 peptide binding. Potency, µM (titrated, usually from 114 µM), for inactives: top-dose activity change, negative = inhibition, actives largely listed as inhibitors. 390,000 tested, 4.4% active; also: potency is read from the fitted curve at half-maximal effect; % is scaled to controls: 0 for no effect and ±100 for the full control effect; nearly all actives have a fitted effect of over 50% in size
G9a inh = qHTS Assay for Inhibitors of Histone Lysine Methyltransferase G9a; Histone-lysine N-methyltransferase EHMT2 (Homo sapiens), Q96KQ7; G9a H3K9 monomethylation, AlphaScreen, 2 h; Potency, µM (titrated, usually from 102 µM), inactives show top-dose activity, negative = inhibition, hits mostly inhibitors; 350,000 tested, 8.8% active; AID 504332, 2011; also: potency is read from the fitted curve at half-maximal effect; % is scaled to controls: 0 for no effect and ±100 for the full control effect; nearly all actives have a fitted effect of over 75% in size
Target sequence (Q96KQ7 913-1193 limits assumed): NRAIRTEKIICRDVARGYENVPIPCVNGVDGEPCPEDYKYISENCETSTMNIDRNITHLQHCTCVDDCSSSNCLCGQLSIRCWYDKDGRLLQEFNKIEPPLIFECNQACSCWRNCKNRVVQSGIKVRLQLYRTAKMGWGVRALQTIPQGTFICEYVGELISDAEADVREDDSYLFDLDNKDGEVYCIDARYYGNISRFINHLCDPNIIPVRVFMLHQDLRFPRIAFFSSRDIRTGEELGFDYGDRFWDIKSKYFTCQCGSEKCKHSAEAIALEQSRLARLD
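G9a (20 nM) preincubated 15 min RT with compounds, then 500 nM biotinylated H3K9 peptide and 20 uM SAM added; 2 h RT reaction. Monomethyl-H3K9 product detected by AlphaScreen with anti-H3K9me1 antibody, streptavidin donor and anti-rabbit IgG acceptor beads.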
PI4K2A block = qHTS for small molecular inhibitors of PI4K2A. Phosphatidylinositol 4-kinase type 2-alpha (Homo sapiens), Q9BTU6. purified PI4K2A, ADP-Glo luminescence, 1 h; active compounds read low. activity change, negative = inhibition, % at 76.9 µM. 420,000 tested, 0.13% active. AID 1346378, 2018; in the data active = activity change below about -50%; inconclusive = mostly about -30% to -49%;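 also: -100% = wells without enzyme as full effect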
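Compounds are screened against recombinant PI4K2A using PI as substrate and ATP, the latter dispensed at 300 microM. Reactions run one hour at ambient temperature before ADP-Glo detection; full inhibition defined by wells lacking enzyme.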
BAZ2B block = qHTS Assay for Inhibitors of BAZ2B; AID 504333, 2011; 360,000 tested, 4.4% active; Bromodomain adjacent to zinc finger domain protein 2B (Homo sapiens), Q9UIF8; AlphaScreen BAZ2B-H3K14Ac peptide displacement; Potency, µM (highest dose often 114 µM), for inactives: at the highest dose activity change, negative = inhibition, most hits filed as inhibitors; also: potency is read from the fitted curve at half-maximal effect; % is scaled to controls: 0 for no effect and ±100 for the full control effect; nearly all actives have a fitted effect of over 60% in size
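Protein-peptide AlphaScreen: BAZ2B 50 nM, b-H3K14Ac 50 nM, 1x PBS pH 7.4 + 0.01% Tween-20. Preincubation 30 min RT; cpd 30 min RT (top 110 uM); beads 20 min RT, light-protected.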
Pin1 inh = qHTS Assay to Find Inhibitors of Pin1. Peptidyl-prolyl cis-trans isomerase NIMA-interacting 1 (Homo sapiens), Q13526. Pin1 FP peptide displacement, HiFluor488, 10 min. Potency, µM (doses to about 115 µM), for inactives: top-dose activity, negative = inhibition, usual class: inhibitors. 390,000 tested, 0.009% active. AID 504891, 2011; active = well fitted inhibition curve with a large enough effect in the polarisation, with a control signal flat, not every such curve was filed as active; inconclusive = small, poorly fitted or top-dose-only effect, or effect the other way, or a change in a side signal; inactive = no such curve, though single readings can be large or run the other way; the % refers to the polarisation; also: potency is read from the fitted curve at half-maximal effect; % is scaled to controls: 0 for no effect and ±100 for the full control effect
Tb PGK inh = qHTS Assay to Find Inhibitors of Phosphoglycerate Kinase. PGK/GAPDH coupled, Kinase-Glo luminescence, 60 min. Potency, µM (series often up to 57.5 µM), for the others: at the highest dose activity change, negative = inhibition, usual class: inhibitors. 380,000 tested, 0.043% active. AID 602233, 2012. Phosphoglycerate kinase, glycosomal (Trypanosoma brucei brucei), P07378; also: potency is read from the fitted curve at half-maximal effect; % is scaled to controls: 0 for no effect and ±100 for the full control effect; nearly all actives have a fitted effect of over 60% in size
Target sequence (P07378 whole entry, looked up): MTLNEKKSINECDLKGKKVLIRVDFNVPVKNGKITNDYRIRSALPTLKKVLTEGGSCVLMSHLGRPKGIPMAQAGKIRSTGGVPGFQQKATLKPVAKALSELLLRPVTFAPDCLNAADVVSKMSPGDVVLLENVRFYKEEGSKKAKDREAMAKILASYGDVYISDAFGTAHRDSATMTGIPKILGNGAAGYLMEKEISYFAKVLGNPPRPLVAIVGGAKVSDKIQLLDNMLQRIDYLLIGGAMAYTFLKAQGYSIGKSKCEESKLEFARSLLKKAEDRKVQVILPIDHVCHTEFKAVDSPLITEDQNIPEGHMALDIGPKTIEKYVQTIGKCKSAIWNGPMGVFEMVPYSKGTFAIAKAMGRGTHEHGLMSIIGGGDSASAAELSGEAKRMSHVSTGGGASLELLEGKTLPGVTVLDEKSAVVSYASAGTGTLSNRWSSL
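Luminescent ATP detection (Kinase-Glo Plus) follows a 60-minute room-temperature incubation, with wells lacking PGK as controls. Buffer: 100 mM TEA (pH 7.6), 5 mM MgCl2, 0.01% Tween-20. Coupling enzyme GAPDH (100 nM final) supplies unstable 1,3-BPG in-well.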
Numbers without * were called inactive; i = inactive; ? = inconclusive; nt = not tested or not shown; & = joins results of further samples; [ ] = another dose, or the depositor's remark. Unless noted, calls follow the shape of the dose curve; as a rule, active = well fitted curve in the direction sought with a large enough effect; inconclusive = small, poorly fitted or top-dose-only effect, or another doubt; inactive = no such curve, though single readings can be large; an effect the other way counts as inactive or inconclusive.

BAZ2B block	GLS inh	HP1b chromo inh	Pin1 inh	Tb PGK inh	PI4K2A block	ERG Ets-DNA blk	G9a inh	JMJD2A Tudor	molecule
-39%	-2%	51%[activator]	-2%	i	1	-12%	nt	-6%	CCOC(=O)c1ccc(NCc2cccnc2)cc1
-39%	-3%	-9%	-5%	-7%	-1	-2%	-10%[59 µM]	-13%	CCOC(=O)c1cnc2ccc(OCC)cc2c1Nc1cc(Cl)c(OC)cc1OC
6%	-1%	47%[activator]	?	-2%	0&-5	5%	47%[activator][59 µM]	-11%	CCCC[C@@]1(C2CCCC2)Cc2cc(OCC(=O)O)c(Cl)c(Cl)c2C1=O
-12%	6%	10%	-4%	-1%	-4	-22%	nt	-17%	Cc1ccccc1NC1=NC(=S)N(CC(N)=O)C12CCOC(C)(C)C2 (stereo unspecified)
4%	2%	21%	-2%	-7%	9	2%	?	-3%	Cc1nn(Cc2ccc(F)cc2)c(C)c1NC(=O)c1noc2c1CCCCC2
-6%	-2%	32%[activator]	0%	-6%	4	-3%	-6%[12.7 µM]	10%	Cn1c(N)c(C(=O)CSc2nnc(C3CC3)n2N)c(=O)n(C)c1=O
-25%	0%	-6%	-6%	i	2	-2%	28%	-27%	COc1ccc(OCCC(=O)OCC(=O)NC(=O)NC2CCCCC2)cc1
15%	-18%	-2%	-7%	-7%	-4	-1%	13%[59 µM]	8%[11.4 µM]	O=C1CCCCCN1Cc1ccccc1
1%	19%	-7%	-1%	3%	0	8%	-7%	-18%	CC(C)NC(=O)C1(c2ccccc2)CC1(Cl)Cl (stereo unspecified)
4%	-16%	22%	-1%	-10%	-2	-25%	11%[59 µM]	2%	O=S(=O)(c1ccc(Cl)cc1)N1CCN(CCc2ccncc2)CC1
11%	-12%	36%	-9%	i	0	0%	-10%	4%	CN(Cc1ccccc1F)C(=O)COc1ccc(C(=O)c2ccccc2)cc1
-19%	-9%	23%	11%	-10%	-1	-2%	43%[activator]	-23%	CCc1ccc(-c2cc(C)no2)cc1S(=O)(=O)N1CCN(c2ccc(C(C)=O)cc2)CC1
4%	10%	0%	-7%	-7%	-3	7%	1%	-14%	Cc1ccc(NC(=O)C(=O)NCCCN2CC(C(=O)O)CC2=O)cc1 (stereo unspecified)
-21%	2%	32%	?	2%	1	-2%	0%[59 µM]	-20%	C/C(=N\N=C1\NC(=O)CC(C(=O)O)S1)c1ccc(F)cc1 (stereo unspecified)
3%	-3%	-1%	-3%	-13%	-5	10%	13%	3%	O=S(=O)(NCc1cccnc1)c1ccc2ccccc2c1
12%	-5%	23%	6%	-2%	5	6%	11%	-20%	Cn1c(=O)cc(SCC(=O)Nc2ccccn2)c2ccccc21
0%[57.1 µM]	11%	27%	1%	0%	3	-11%	5%	9%	Cc1c(CC(=O)N2CCN(C(=O)C3COc4ccccc4O3)CC2)c(=O)oc2c(C)c(O)ccc12 (stereo unspecified)
45µM*	28%	?	?	5%	3	-10%	?	56µM*	COc1ccc(N2CCN(CC(=O)Nc3ccccc3C(=O)NCc3ccccc3)CC2)cc1
-13%	0%	50%[activator]	0%	-4%	-1	3%	10µM*	?	FC(F)(F)c1ccc(Cl)c(-n2c(-c3ccco3)n[nH]c2=S)c1
nt	2%	-2%	1%	7%	-3	-2%	nt	-18%	CCOc1ccc(NC(=O)OCCN2CCN(CCc3ccccc3)C(C)C2)cc1 (stereo unspecified)
4%	1%	60%[activator]	1%	i	9	-3%	9%[59 µM]	-6%	CCCC(=O)c1ccc(N2CCN(C(=O)c3ccccc3)CC2)c(F)c1
-6%	5%	32%	-4%	-4%	4	9%	?	6%	CC(=C1C(=O)c2ccccc2C1=O)N1CCN(c2ccccn2)CC1
3%	-2%	26%	8%	-8%	-1	0%	2%[59 µM]	-12%	COc1ccc(-c2nc3cc(NC(=O)c4cc5ccccc5o4)ccc3o2)cc1
-17%	-2%	36%	-3%	1%	2	12%	-1%	0%	COc1ccc(Cc2nnc(Nc3ccc(Cl)cc3)[nH]c2=O)cc1
-27%	-10%	2%	?	-9%	-1	-3%	?	-18%	COc1ccc(C(=O)CNc2ccc3ccccc3c2)cc1
-7%	?	7%	6%	-10%	-1	-9%	20%[59 µM]	-15%	Cc1ccc(S(C)(=O)=N/C=C2\C(=O)c3sccc3N(C)S2(=O)=O)cc1 (stereo unspecified)
-4%	1%	34%	13%	-8%	-1	-2%	10%	-3%[11.4 µM]	CN(C)S(=O)(=O)c1ccc(C(=O)N2CCN(S(=O)(=O)c3cccs3)CC2)cc1
-14%	-19%	51%[activator]	1%	-1%	3	8%	5%[59 µM]	4%	CCOc1ccc(NC(=O)CCS(=O)(=O)c2ccc3nc(C)sc3c2)cc1
-2%	-4%	31%	1%	10%	0	-1%	-2%[12.7 µM]	14%	COc1ccc(Cl)cc1NC(=O)NCCc1c(C)nn(C)c1C
2%	-11%	33%	-3%	1%	4	3%	-5%[59 µM]	-2%	CC(=O)N(CC(=O)Nc1nn(-c2ccccc2)nc1C(N)=O)Cc1ccccc1
-24%	-2%	27%	-4%	i	3	-2%	?	-34%	Nc1nonc1C(=O)NCCNCc1cc(Br)ccc1OCc1ccccc1F
24%	4%	77%[activator]	-2%	-8%	0	-7%	18%	20%	CCOC(=O)CSc1snnc1-c1ccccc1
nt	?	-12%[57 µM]	nt	-9%	?	-2%	nt	?	CN(C)C(CNC(=O)c1cc(-c2ccco2)nc2ccccc12)c1ccccc1 (stereo unspecified)
50µM*	8%	?	3%	5%	-1	?	4.5µM*	50µM*	CC(=O)Nc1nc(C)c(-c2csc(Nc3ccc(O)cc3)n2)s1
4%	18%	55%[activator]	2%	-7%	1	1%	-67%[59 µM]	-11%[57.1 µM]	O=C(Cc1ccccc1)NNS(=O)(=O)c1ccc([N+](=O)[O-])cc1
-4%	-2%	64%[activator]	-1%	3%	0	0%	nt	28%	Cc1ccc(SCC(=O)Nc2ccccc2N2CCOCC2)cc1
-2%	2%	28%	-2%	3%	5	1%	8%	-5%	C=CCN1C(=O)c2ccc(C(=O)N(CCC)CC(=O)Nc3ccccc3C)cc2C1=O
-5%	15%	11%	10%	-6%	-8	0%	-32%[59 µM]	-20%	COc1cc(-c2nnc(SCc3cccnc3)n2C)cc(OC)c1O
nt	-4%	12%	64%[activator]	-2%	0	8%	nt	-28%	C[C@@]12C(=O)N(Cc3ccc(F)cc3)CC(=O)N1[C@H]1c3cc(Cl)ccc3OC[C@@H]1[C@@H]2c1ccccc1
-7%	18%	39%[activator]	1%	-3%	4	1%	11%	-12%	Cc1cccc(C)c1OCC(O)CN(Cc1ccccc1O)C1CCCCC1 (stereo unspecified)
-9%	-1%	16%	14%	i	-3	-3%	nt	-1%	CC(=O)Nc1ccc(NC(=O)c2ccc(NS(=O)(=O)c3cc(C(C)(C)C)ccc3C)cc2)cc1
24%	-23%	65%[activator]	0%	-7%	-2	-9%	?	11%	Cc1cc(C)cc(OCC(=O)OC(C)C(=O)Nc2ccc(Cl)cn2)c1 (stereo unspecified)
0%	0%	26%	2%	4%	-4	-7%	-2%	-18%	CC(OC(=O)CCc1nc2ccccc2c(=O)[nH]1)C(=O)c1ccc(Br)cc1 (stereo unspecified)
-35%	-2%	23%	-8%	-2%	4	-18%	14%[0.501 µM]	-26%	Cc1nc(NC(=O)c2c(-c3ccccc3)noc2C)sc1C(=O)N(C)C
?	-4%	31%	5%	8%	0	7%	7%	-12%	O=c1[nH]c(CN2CCN(S(=O)(=O)/C=C/c3ccccc3)CC2)nc2ccccc12
-25%	-2%	4%[57 µM]	-6%	9%	-1	-10%	-34%[59 µM]	-33%	Cc1ccc(C2c3[nH]c4ccccc4c3CCN2C(=O)CSCc2ccc(F)cc2)cc1 (stereo unspecified)

Assay outcomes (PubChem BioAssay)
